# Screens as filed in PubChem.
# Large T inhibition = SV40 large T antigen inhibitors, biochemical (AID 1903); SV40 large T antigen ATPase/helicase inhibition assay; higher % means a stronger effect; inhibition, % at 20 µM, or IC50 in µM where a hit was titrated; 310,000 compounds, 0.39% hits; in the data active = a potency from the dose series; inconclusive = inhibition mostly from about 32% at the one dose, without a potency; inactive = the rest, 99 in 100 with inhibition below about 32%; also: strong numbers were not always called active
# GPR35 arrestin U2OS = GPR35 antagonists blocking zaprinast-driven arrestin recruitment, primary screen, imaging, U2OS, beta-arrestin-GFP, zaprinast agonist (AID 2058). 290,000 compounds, 0.052% hits. U2OS GPR35 beta-arrestin-GFP translocation imaging, zaprinast antagonism; higher % means a stronger effect. inhibition, % at 10 µM, or IC50 in µM where a hit was titrated;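 active = inhibition of at least 50% with at least 30 cells and total cytoplasm GFP at most 10,000,000; inconclusive = under 30 cells or total GFP of 10,000,000 plus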
# CSM14.1 death rescue = protection against thapsigargin-triggered cell killing – 384-well, CSM14.1, ATP luminescence, primary screen (AID 1222) | CSM14.1 thapsigargin-induced death rescue, ATP luminescence; higher % means a stronger effect | 190,000 tested, under 10 active | one-dose cellular ATP content (survival), % at 20 µM; EC50 in µM for titrated hits;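 active = EC50 below 50 µM in the dose-response confirmation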;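 also: death triggered by thapsigargin at about 15 µM added after 2 h compound pretreatment; cell ATP read after overnight thapsigargin exposure of roughly 18 to 22 hours; normalized against plate controls of thapsigargin alone and 5% DMSO vehicle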
# RSV CPE inhibition = inhibition of RSV-induced cytopathic effect – HEp-2 cells, primary 10 µM value included (AID 2391). 310,000 compounds, 0.13% hits. HEp-2 cells, RSV-induced CPE inhibition; higher % means a stronger effect. CPE inhibition, % at 10 µM, or IC50 in µM where a hit was titrated; in the data active = a potency from the dose series; inconclusive = CPE inhibition mostly from about 23% at the one dose, without a potency; inactive = the rest, 99 in 100 with CPE inhibition below about 21%; also: strong numbers were not always called active
# LYP inhibition = PTPN22 lymphoid phosphatase activity blockers – biochemical, fluorescence intensity, uHTS (AID 1779). recombinant LYP phosphatase, fluorescence intensity; higher % means a stronger effect. inhibition, % at 11.5 µM; hits with a dose series show IC50 in µM. 290,000 compounds, 0.054% hits; in the data active = inhibition above about 50%;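 also: plate controls were vehicle with enzyme for no effect and no enzyme for full effect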
# Rac1 GTP hydrolysis = MgcRacGAP GTPase-activating activity inhibitors, confirmation, biochemical, ADP Hunter fluorescence; MgcRacGAP-stimulated Rac1 GTP hydrolysis, ADP Hunter fluorescence; higher % means a stronger effect; GST-tagged Rac1 F28L mutant substrate; one-dose inhibition, % at 30 µM; IC50 in µM for titrated hits; 340,000 compounds, 0.6% hits;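 active = first-screen hits whose inhibition reached a set limit at any dose in the follow-up dose series; inconclusive = inhibition above the set first-screen limit but never retested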;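 also: fluorescence reports GDP produced by GAP-driven GTP hydrolysis; strong numbers were not always called active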
# PhoP inhibition = PhoP-dependent GFP reporter repression – Salmonella Typhimurium, primary screen (AID 1863); S. Typhimurium PhoP-regulated promoter GFP reporter, 4 h; higher % means a stronger effect; inhibition, % at 50 µM, or IC50 in µM where a hit was titrated; 300,000 compounds, 0.16% hits;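 active = inhibition over 29.93%, a cutoff 3 SD above the screen mean, later confirmed by dose response; inconclusive = inhibition over 29.93% but no dose response follow-up; inactive = inhibition at most 29.93% or unconfirmed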;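 also: 0% = low Mg2+ inducing control and 100% = high Mg2+ repressing control; strong numbers were not always called active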
# NS5 inhibitors = flavivirus cap methylation enzyme inhibition – biochemical, confirmation dose response, primary screen (AID 588689) | Dengue-2 NS5 methyltransferase capping enzyme assay, biochemical; higher % means a stronger effect | inhibition, % at 25 µM; hits with a dose series show IC50 in µM | 340,000 compounds, 0.3% hits; in the data active = a potency from the dose series; inconclusive = inhibition above about 29% without an active follow-up result
# West Nile antiviral = West Nile virus antiviral activity, cell-based, CPE readout (AID 1621). CPE inhibition, % at 10 µM, or IC50 in µM where a hit was titrated. 290,000 compounds, 0.02% hits. West Nile virus-infected cells, CPE inhibition; higher % means a stronger effect; in the data active = a potency from the dose series; inconclusive = CPE inhibition mostly from about 3.7% at the one dose, without a potency; inactive = the rest, 99 in 100 with CPE inhibition below about 2.2%; also: strong numbers were not always called active
# NS5 inhibitors pilot replicate = recorded beside NS5 inhibitors, whose call it bears; inhibition, %; measured here: pilot screen replicate inhibition
# * = called active by the depositor; ? = inconclusive; / = not tested or not shown.
SMILES,Large T inhibition,GPR35 arrestin U2OS,CSM14.1 death rescue,RSV CPE inhibition,LYP inhibition,Rac1 GTP hydrolysis,PhoP inhibition,NS5 inhibitors,West Nile antiviral,others
COc1ccc(CCN2CC(C#N)=C3c4cc(OC)c(OC)cc4CCN3C2)cc1OC,22.9%,-11.2%,3.7%,0.6%,3.8%,-1.1%,9.3%,0.0%,-0.3%,
N#Cc1ccccc1NC(=O)COC(=O)CCc1ccccc1,24.7%,8.9%,/,0.9%,-8.7%,5.7%,0.3%,3.7%,0.0%,
Nc1c2c(nc3ccn(Cc4ccccc4)c(=O)c13)CCC2,24.2%,5.8%,0.0%,4.3%,-3.8%,13.2%,11.7%,-7.7%,-0.7%,
CC1CN(C)C(c2ccccc2)C(C)C12NC(=O)NC2=O (centres undefined),3.8%,4.3%,-3.0%,0.2%,-7.8%,3.2%,-9.8%,-1.4%,0.1%,
COc1cccc(C(=O)Nc2ccc(S(=O)(=O)Nc3nccc(C)n3)cc2)c1,5.0%,1.5%,-2.4%,1.2%,0.6%,4.1%,-3.8%,0.7%,0.6%,
COc1ccc(CCNC2CC(=O)N(CCc3ccc(OC)c(OC)c3)C2=O)cc1 (centres undefined),2.1%,-2.7%,1.3%,-0.4%,-0.5%,5.7%,4.7%,-4.8%,0.1%,
O=C(COC(=O)C1CCN(S(=O)(=O)c2ccccc2)CC1)NC(=O)c1ccc(OC(F)F)cc1,7.5%,-1.1%,-1.1%,1.3%,-2.3%,4.3%,-3.0%,6.1%,-0.7%,
COc1cc(/C=C/C(=O)O)ccc1OCc1ccccc1C#N,-0.3%,-15.5%,0.6%,1.3%,2.7%,1.1%,-16.2%,-5.1%,0.6%,
COc1cc(CO)ccc1Oc1nc2ccccc2n2cnnc12,8.7%,11.0%,/,2.0%,-5.9%,12.1%,-6.5%,-5.4%,-0.1%,
N#CCCN(C(=O)COC(=O)CCc1c[nH]c2ccccc12)c1ccc(F)cc1,8.5%,/,/,-1.5%,/,4.8%,-7.5%,-11.6%,/,
CC12CCC(=O)N1C(C(=O)Nc1nc(-c3ccccc3)cs1)CS2 (centres undefined),7.6%,/,/,3.1%,/,8.0%,-3.7%,3.7%,/,
CCN(CC)CCCNC(=O)c1cn(CC)c2ccc(S(=O)(=O)N3CCc4ccccc4C3)cc2c1=O,4.8%,-13.1%,3.3%,-1.5%,1.4%,-2.5%,-1.6%,4.6%,/,
Clc1ccc(-c2ccc(C=Nc3ccc(N4CCOCC4)cc3)o2)c(Cl)c1,2.5%,3.4%,-0.2%,15.1%,10.1%,9.1%,-1.5%,27.2%,0.5%,
Cc1ccccc1OCC(O)CN1CCN(CC(O)COc2ccccc2C)CC1 (centres undefined),-4.9%,12.2%,16.0%,-3.4%,-7.0%,4.8%,9.5%,-6.4%,-0.8%,
CCOC(=O)CCCSc1nc(-c2ccc3c(c2)OCO3)cc(C(F)(F)F)c1C#N,10.7%,-5.5%,-3.3%,1.3%,-8.8%,3.7%,12.1%,2.6%,-0.5%,
Cc1ccccc1-n1c(C)cc(/C=N/NC(=O)c2ccc(CN3CCOCC3)cc2)c1C,31.0%,-17.0%,-1.2%,/,1.8%,7.5%,-19.7%,3.2%,0.7%,
CCOc1ccc(-n2c(-c3ccccc3)c[n+]3c2CCC3)cc1,2.6%,-7.2%,-0.9%,-1.3%,-11.2%,1.7%,0.3%,-9.4%,0.5%,
Cc1c(C(=O)Nc2ccccc2F)sc2nc3n(c(=O)c12)CCC3,4.8%,-6.3%,/,3.0%,-5.7%,10.9%,2.4%,-5.4%,-0.6%,
CN(C(=O)COC(=O)c1ccc(C(C)(C)C)cc1)C1CCS(=O)(=O)C1 (centres undefined),13.0%,/,/,-0.3%,/,5.6%,-8.6%,-8.8%,/,
CC(C)c1cc(NC(=O)C(C)(C)C)cc(C(C)C)c1O,21.6%,-10.0%,-2.0%,3.7%,2.2%,3.4%,-12.8%,5.9%,0.3%,
CC1C=CC(C)C(C(=O)O)C1C(=O)O (centres undefined),8.5%,-3.1%,-1.0%,0.5%,-1.1%,1.2%,12.7%,4.1%,0.0%,
CC1(C)CC(=O)c2cc3c(N)c(C(=O)NCc4ccccc4)sc3nc2C1,1.8%,10.6%,-1.2%,1.7%,-4.9%,7.6%,-12.2%,-0.4%,0.7%,
CCSc1nc(-c2cccnc2)ccc1C#N,2.4%,5.0%,0.7%,3.4%,-5.2%,1.4%,1.0%,/,-0.9%,
Cc1ccc2nc(Nc3ccc(F)cc3)c3nncn3c2c1,8.1%,-11.8%,/,-0.6%,-3.1%,/,-6.4%,-5.9%,-0.7%,
O=C(Nc1ccccc1)c1ccc(S(=O)(=O)NCc2ccco2)cc1,1.6%,0.2%,1.2%,2.1%,-3.0%,7.6%,-7.5%,7.5%,-0.3%,
CCCCn1c(NCc2ccncc2)nc2ccccc21,19.2%,16.2%,0.5%,1.2%,-7.2%,-0.3%,3.2%,-4.6%,-0.8%,
O=C1CCN(CCCc2ccccc2)CCN1[C@H](CO)Cc1ccccc1,7.5%,2.7%,/,-1.3%,-8.6%,4.0%,2.1%,-1.6%,-0.4%,
COc1ccc(OC)c(S(=O)(=O)Nc2cc3c(cc2N2CCCC2)n(C)c(=O)c(=O)n3C)c1,/,7.4%,/,-0.8%,-8.5%,-2.9%,-1.2%,-11.0%,-0.1%,
CC1(C)Cc2[nH]c(=O)c(C#N)cc2CS1,1.8%,9.7%,-0.4%,0.9%,-6.9%,9.2%,14.9%,1.4%,-0.1%,
COc1ccc(-c2noc(C3CCCN(C(=O)Nc4ccccc4F)C3)n2)cc1 (centres undefined),5.5%,6.4%,8.0%,12.6%,-0.3%,-18.5%,-2.6%,-1.6%,-1.7%,
CCOc1ccc(-c2cc(C(=O)NCCCn3ccnc3)c3cc(Br)ccc3n2)cc1,6.8%,-2.3%,/,-0.5%,0.6%,8.7%,-0.8%,-2.0%,-0.2%,
CC1CCN(C(=O)CSc2nc3ccccc3s2)CC1,-0.1%,8.7%,-0.7%,4.8%,-4.5%,9.1%,-3.3%,-15.1%,/,NS5 inhibitors pilot replicate=-0.3
COc1cc(OC)cc(-c2cc3nc(C)c(CCC(=O)O)c(=O)n3[nH]2)c1,4.6%,-2.3%,3.6%,3.3%,-7.5%,5.5%,6.8%,-4.2%,/,
Cc1c(NC(=O)C(C)OC(=O)c2cc3c4ccccc4n(C)c3s2)c(=O)n(-c2ccccc2)n1C (centres undefined),-6.5%,-1.6%,/,?,8.7%,1.1%,-4.9%,-4.0%,-0.8%,
O=C(COc1ccc(-c2nnco2)cc1)N1CCN(S(=O)(=O)c2ccccc2)CC1,-8.0%,4.7%,-1.2%,-0.4%,-10.1%,9.1%,14.1%,2.4%,0.7%,
Cc1cc(C)cc(N(CC(=O)NC2CCCC2)C(=O)CNC(=O)c2cccs2)c1,10.5%,0.5%,/,1.3%,-3.3%,0.0%,-1.9%,-5.0%,-0.3%,
Cc1cc(S(=O)(=O)N2CCCCC2)c(C)s1,-23.1%,-2.9%,/,-0.3%,-9.4%,5.5%,5.5%,0.0%,-0.1%,
CCOC(=O)C(C)Sc1nc(-c2ccccn2)ncc1OC (centres undefined),10.8%,2.0%,-0.6%,-1.1%,4.1%,7.5%,-1.6%,0.7%,-1.4%,
O=C(CC(c1ccccc1)c1ccccc1O)N1CCCCC1 (centres undefined),-7.1%,-4.4%,/,-0.1%,-8.5%,-14.2%,-5.7%,-5.4%,-0.4%,
C/C(=N\NC(=O)c1nc2ccccn2c1C)c1cc2ccccc2o1,11.4%,-16.0%,-1.9%,-0.3%,7.5%,6.5%,4.0%,-4.8%,-0.5%,
CCOC(=O)C1=C(COC(=O)COc2ccc(C(C)=O)cc2)NC(=O)NC1C (centres undefined),17.0%,/,/,0.2%,/,8.8%,5.8%,1.4%,/,
COc1ccc2cc(C(=O)N3CCN(c4ccccc4OC)CC3)[nH]c2c1,2.4%,-9.3%,/,10.0%,-3.5%,6.9%,-2.3%,15.2%,-0.5%,
O=C(CCN1C(=O)/C(=C/c2cccc(Br)c2)SC1=S)Nc1cccnc1,5.6%,-7.0%,-4.9%,2.5%,-4.7%,2.2%,-4.6%,7.3%,-0.6%,
Cn1c(=O)c2ccccc2n(CC(=O)NC2CCCC2)c1=O,4.5%,-4.3%,/,2.4%,-11.0%,6.9%,-1.0%,-3.7%,-0.2%,
CCC(=O)c1ccc(OCC(O)Cn2cnc3ccccc32)cc1 (centres undefined),1.5%,13.4%,-1.6%,?,-3.9%,1.6%,9.1%,-1.4%,0.2%,
CCN(CC)CCCN(Cc1cc2cc3c(cc2[nH]c1=O)OCO3)C(=S)NCCOC,10.1%,-4.2%,/,0.4%,-5.6%,-9.0%,6.0%,-5.3%,-0.4%,NS5 inhibitors pilot replicate=-3.0
CN(C)c1ccc(/C=N/Nc2cccc(C(=O)O)c2)cc1,23.7%,-14.5%,/,0.2%,-3.6%,-3.1%,-2.4%,15.0%,0.4%,
COC(=O)C(C(=O)OC)c1ccc(-n2cccc2)cc1,-0.3%,9.2%,1.0%,-2.5%,-10.2%,5.9%,0.5%,-4.5%,-0.2%,
CCN(CC)S(=O)(=O)c1cccc(-c2nnc(SCc3nnc(-c4cccs4)o3)n2N)c1,18.4%,5.9%,1.1%,1.3%,-1.2%,4.6%,8.3%,2.9%,0.1%,
CCOC(=O)N1CCN(C(=O)c2ccc(Cn3c(=S)[nH]c4ccc(Br)cc4c3=O)cc2)CC1,13.8%,-10.5%,/,4.3%,-5.0%,-19.0%,-4.5%,-4.6%,-0.8%,
Cc1cc(C)c2c(N)c(C(=O)N/N=C/c3cccs3)sc2n1,11.3%,-7.1%,/,2.3%,-4.2%,/,-5.0%,/,0.1%,
Cc1cc(=O)n2[nH]c(-c3ccc(Cl)cc3)cc2n1,10.1%,5.4%,-1.4%,2.8%,-7.7%,3.9%,4.7%,-6.2%,-0.4%,
CNC(=O)c1ccc(S(=O)(=O)c2ccc(Cl)cc2)c(NC(C)=O)c1,11.1%,-9.5%,/,0.4%,-6.9%,5.3%,4.1%,-3.3%,0.1%,
Cc1nn(C)c(C)c1NC(=O)c1cnn2c(C(F)F)cc(-c3ccccc3)nc12,-1.3%,11.2%,2.5%,1.3%,-6.1%,/,-3.2%,/,0.3%,
